B2AR arrestin – beta2AR (human) beta-arrestin recruitment activity; actives 0.02% (n = 330,000); AID 492947; Potency, µM (doses to about 46.1 µM), without a hit: top-dose activation, hits mostly activators; P07550; beta-arrestin recruitment to beta2AR, cell-based reporter;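 further: potency means the concentration at half of the fitted maximal effect; 0% = DMSO controls and full agonism = EC100 isoproterenol or metaproterenol; nearly all actives have a fitted effect of over 65% in size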
a7 integrin act – activators of alpha7 integrin expression for muscular dystrophy; Potency, µM (titrated, usually from 38.3 µM), inactives show at the highest dose activation, usual class: activators; alpha7betagal myoblasts, beta-gal FDG fluorescence, 48 h; actives 0.064% (n = 350,000);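 further: potency means the concentration at half of the fitted maximal effect; 100% = response of the positive control SU9516; nearly all actives have a fitted effect of over 60% in size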
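alpha7betagal+/- myoblasts (passage 13, 250/well) treated 48 h at 37C with compounds at 1:260 dilution of DMSO stock. Lysed, then beta-galactosidase activity read as FDG fluorescence (ex 480/em 540) after 30 min, with pre-read for autofluorescence.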
ELG1 repair inh – blocks ELG1-dependent DNA repair in HEK293T cells; Potency, µM (highest dose often 46.1 µM), without a hit: top-dose activity change, negative = inhibition, hits mostly inhibitors; HEK293T ELG1-luciferase reporter, luminescence, 16 h; DNA damage induced by 5-fluorouridine; actives 2.3% (n = 330,000); further: potency means the concentration at half of the fitted maximal effect; on the % scale 0 is the no-effect control and ±100 the full control effect; nearly all actives have a fitted effect of over 55% in size
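In this reporter screen, reduction of luminescence relative to DMSO vehicle indicated activity. Compounds and 5-fluorouridine were added together to 2,000 cells per well, incubated for 16 hr at 37 °C, then developed with ONE-Glo.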
TCR act – T cell receptor activation; 330,000 tested, under 10 active; Potency, µM (top dose mostly 9.22 µM), for the others: at the highest dose activation of IL-2 secretion, hits mostly activators; primary human leukocytes, anti-CD3, IL-2 HTRF, 48 h; further: % of control where 0% means no effect
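Activity was scored as IL-2 release from primary human leukocytes given only a TCR signal (a-CD3 beads) plus compound for 48 hr. Detection used a two-antibody HTRF format read at 665nm.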
BRCA1 expr up – BRCA1 expression activation | MCF7-BRCA1-FFLuc reporter, luminescence, 48 h; response scale: scaled: vehicle 0%, 10 µM genistein 100% | Potency, µM (highest dose often 46.1 µM), without a hit: at the top dose activation, hits mostly activators | actives 1.1% (n = 380,000); further: potency means the concentration at half of the fitted maximal effect; nearly all actives have a fitted effect of over 80% in size; some results filed as inactive show a strong effect at the top dose
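MCF7 cells carrying a BRCA1-firefly luciferase reporter (2000 cells/well, phenol-red free MEM) were attached for 2 h at 37 °C, then given compounds for 48 h. Luminescence was read 15 min after luciferase reagent; activity normalized to genistein (10 microM) and DMSO.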
PTAP TSG101 blk – blocks PTAP/TSG101 interaction to inhibit HIV-1 budding. Fluorescence polarization, FITC-PTAP peptide / Tsg101 binding. AID 493005. Q99816. Potency, µM (titrated, usually from 115 µM), without a hit: at the highest dose activity change, negative = inhibition, usual class: inhibitors. 340,000 tested, under 10 active; active means well fitted inhibition curve with a large enough effect in the main read-out, with a control signal flat, not every such curve was filed as active; inconclusive means small, poorly fitted or top-dose-only effect, or effect the other way, or a change in a side signal; inactive means no such curve, though single readings can be large or run the other way; further: potency means the concentration at half of the fitted maximal effect; % of control where 0% means no effect
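Compounds were pin-transferred onto Tsg101 binding domain (10 uM final) in HEPES pH 7.5 buffer, then FITC-PTAP peptide was added at 50 nM final. After 20 min at RT, polarization reported peptide displacement across a qHTS concentration series.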
MLL CXXC-DNA inh – MLL CXXC-DNA interaction inhibition. actives 0.037% (n = 290,000). Potency, µM (titrated, usually from 115 µM), for inactives: at the top dose activity change, negative = inhibition, actives largely listed as inhibitors. AID 2662. MLL-CXXC / FITC-HOXA9 DNA fluorescence polarization; active means well fitted inhibition curve with a large enough effect in the polarisation, with a control signal flat, not every such curve was filed as active; inconclusive means small, poorly fitted or top-dose-only effect, or effect the other way, or a change in a side signal; inactive means no such curve, though single readings can be large or run the other way; the % refers to the polarisation; further: potency means the concentration at half of the fitted maximal effect
Target sequence (Q03164 whole entry, looked up): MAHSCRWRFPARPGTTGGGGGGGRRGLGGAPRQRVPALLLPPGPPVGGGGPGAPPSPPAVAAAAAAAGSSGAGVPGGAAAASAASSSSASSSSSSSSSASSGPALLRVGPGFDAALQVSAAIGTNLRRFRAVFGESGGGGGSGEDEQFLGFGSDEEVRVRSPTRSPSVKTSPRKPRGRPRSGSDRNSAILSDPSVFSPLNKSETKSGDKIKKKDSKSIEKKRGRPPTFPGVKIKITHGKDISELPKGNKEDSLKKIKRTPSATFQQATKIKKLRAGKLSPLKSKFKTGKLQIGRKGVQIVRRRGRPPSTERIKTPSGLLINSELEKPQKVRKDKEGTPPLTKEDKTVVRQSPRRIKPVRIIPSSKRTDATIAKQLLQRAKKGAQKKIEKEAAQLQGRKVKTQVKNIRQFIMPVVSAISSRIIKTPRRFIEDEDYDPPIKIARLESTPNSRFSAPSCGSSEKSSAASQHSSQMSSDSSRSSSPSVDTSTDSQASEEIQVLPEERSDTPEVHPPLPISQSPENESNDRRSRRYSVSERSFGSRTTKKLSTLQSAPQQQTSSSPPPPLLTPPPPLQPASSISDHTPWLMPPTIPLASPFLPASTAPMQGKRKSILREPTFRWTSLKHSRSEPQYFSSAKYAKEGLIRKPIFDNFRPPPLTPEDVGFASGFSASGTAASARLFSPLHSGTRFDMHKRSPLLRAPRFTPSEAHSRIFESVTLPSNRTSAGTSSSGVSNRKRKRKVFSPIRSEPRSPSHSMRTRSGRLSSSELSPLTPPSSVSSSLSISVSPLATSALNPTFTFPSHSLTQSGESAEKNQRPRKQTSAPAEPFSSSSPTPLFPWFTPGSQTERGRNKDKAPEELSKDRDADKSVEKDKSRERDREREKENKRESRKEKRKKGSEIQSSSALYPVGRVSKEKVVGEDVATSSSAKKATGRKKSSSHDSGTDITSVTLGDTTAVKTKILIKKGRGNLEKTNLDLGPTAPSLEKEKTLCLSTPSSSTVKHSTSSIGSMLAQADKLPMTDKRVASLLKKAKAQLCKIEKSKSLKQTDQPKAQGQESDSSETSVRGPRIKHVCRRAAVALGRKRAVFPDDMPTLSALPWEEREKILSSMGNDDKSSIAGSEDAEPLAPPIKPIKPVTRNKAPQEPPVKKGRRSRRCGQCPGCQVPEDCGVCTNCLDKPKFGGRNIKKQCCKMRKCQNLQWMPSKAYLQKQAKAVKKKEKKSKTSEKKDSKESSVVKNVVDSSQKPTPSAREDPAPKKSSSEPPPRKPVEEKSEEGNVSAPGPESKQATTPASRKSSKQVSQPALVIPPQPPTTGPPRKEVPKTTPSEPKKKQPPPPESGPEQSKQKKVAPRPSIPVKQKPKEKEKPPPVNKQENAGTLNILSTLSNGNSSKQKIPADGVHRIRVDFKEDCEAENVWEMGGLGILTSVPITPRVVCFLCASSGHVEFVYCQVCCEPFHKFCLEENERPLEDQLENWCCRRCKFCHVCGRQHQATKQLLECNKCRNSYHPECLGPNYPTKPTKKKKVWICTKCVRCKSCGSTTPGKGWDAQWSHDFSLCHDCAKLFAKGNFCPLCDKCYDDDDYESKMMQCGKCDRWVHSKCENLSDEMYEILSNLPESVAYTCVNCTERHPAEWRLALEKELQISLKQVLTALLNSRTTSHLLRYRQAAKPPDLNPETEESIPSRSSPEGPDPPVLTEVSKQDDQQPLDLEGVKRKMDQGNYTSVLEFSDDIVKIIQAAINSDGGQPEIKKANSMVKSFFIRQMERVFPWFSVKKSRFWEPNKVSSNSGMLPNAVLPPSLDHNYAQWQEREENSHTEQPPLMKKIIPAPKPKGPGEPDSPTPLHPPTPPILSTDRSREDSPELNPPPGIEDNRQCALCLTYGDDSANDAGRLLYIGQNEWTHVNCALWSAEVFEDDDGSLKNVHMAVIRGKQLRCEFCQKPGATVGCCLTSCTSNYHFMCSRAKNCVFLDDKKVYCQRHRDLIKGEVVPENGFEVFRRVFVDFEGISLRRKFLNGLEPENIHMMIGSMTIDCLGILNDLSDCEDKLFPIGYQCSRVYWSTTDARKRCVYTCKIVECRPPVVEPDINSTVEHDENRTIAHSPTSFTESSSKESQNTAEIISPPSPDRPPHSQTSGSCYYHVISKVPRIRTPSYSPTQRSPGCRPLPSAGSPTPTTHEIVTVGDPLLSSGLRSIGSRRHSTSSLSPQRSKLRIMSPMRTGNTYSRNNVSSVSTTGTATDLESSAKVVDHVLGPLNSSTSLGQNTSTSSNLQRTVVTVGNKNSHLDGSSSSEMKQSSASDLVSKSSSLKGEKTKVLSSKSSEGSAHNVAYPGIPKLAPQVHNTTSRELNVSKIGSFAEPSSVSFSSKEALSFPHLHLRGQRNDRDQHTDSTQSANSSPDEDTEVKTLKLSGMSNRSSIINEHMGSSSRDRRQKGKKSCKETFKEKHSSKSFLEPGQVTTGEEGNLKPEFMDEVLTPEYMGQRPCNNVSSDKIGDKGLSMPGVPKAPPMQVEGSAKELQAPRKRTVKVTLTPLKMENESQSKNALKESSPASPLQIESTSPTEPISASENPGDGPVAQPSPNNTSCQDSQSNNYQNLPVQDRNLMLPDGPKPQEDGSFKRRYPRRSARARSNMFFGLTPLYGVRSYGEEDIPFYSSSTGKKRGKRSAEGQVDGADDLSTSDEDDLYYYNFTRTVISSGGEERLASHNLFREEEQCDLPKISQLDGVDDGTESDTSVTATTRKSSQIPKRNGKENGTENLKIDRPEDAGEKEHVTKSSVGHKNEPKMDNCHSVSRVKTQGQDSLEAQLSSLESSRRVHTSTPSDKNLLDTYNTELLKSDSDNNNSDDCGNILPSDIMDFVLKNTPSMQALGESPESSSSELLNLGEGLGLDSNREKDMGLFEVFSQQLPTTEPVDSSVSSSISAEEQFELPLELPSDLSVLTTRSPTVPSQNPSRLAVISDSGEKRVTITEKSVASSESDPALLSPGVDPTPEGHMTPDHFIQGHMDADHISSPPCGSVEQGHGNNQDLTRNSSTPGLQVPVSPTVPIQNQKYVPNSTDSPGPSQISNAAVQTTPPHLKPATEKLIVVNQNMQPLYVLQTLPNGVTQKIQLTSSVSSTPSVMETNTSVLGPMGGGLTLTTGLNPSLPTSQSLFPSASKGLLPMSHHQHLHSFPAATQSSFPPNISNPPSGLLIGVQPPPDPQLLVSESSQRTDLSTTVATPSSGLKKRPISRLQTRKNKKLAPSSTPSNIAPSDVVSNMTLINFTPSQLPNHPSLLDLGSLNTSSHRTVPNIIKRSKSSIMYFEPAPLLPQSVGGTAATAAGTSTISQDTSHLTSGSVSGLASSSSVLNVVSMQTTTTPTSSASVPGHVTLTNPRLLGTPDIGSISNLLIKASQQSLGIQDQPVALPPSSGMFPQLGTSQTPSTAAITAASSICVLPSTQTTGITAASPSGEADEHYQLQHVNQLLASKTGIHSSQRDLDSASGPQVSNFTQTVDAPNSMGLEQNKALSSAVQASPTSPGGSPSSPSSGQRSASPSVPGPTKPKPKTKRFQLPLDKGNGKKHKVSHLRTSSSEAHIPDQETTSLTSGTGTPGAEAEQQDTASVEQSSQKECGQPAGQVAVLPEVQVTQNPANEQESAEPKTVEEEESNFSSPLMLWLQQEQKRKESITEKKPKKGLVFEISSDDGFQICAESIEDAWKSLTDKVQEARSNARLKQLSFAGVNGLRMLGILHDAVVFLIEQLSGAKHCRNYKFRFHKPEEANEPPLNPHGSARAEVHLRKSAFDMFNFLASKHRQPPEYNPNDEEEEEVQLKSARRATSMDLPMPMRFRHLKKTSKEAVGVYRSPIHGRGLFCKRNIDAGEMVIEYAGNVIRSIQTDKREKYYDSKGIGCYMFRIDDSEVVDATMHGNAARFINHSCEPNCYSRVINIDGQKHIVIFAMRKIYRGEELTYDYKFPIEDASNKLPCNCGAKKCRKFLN
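Steps: dispense CXXC domain solution (7 uM) → pin compounds or unlabeled HOX-A9 DNA control → 5 min ambient → add FLSN-HOX-A9 solution (50 nM) → spin → 30 min ambient → fluorescence polarization. Tris pH 7.5/NaCl/DTT/BSA buffer.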
TRPV1 agonist – human TRPV1 agonism | activation, % at 8.33 µM | AID 540275 | Q8NER1 | TRPV1-expressing cells, Fluo-8 calcium influx, agonist mode | actives 0.19% (n = 320,000); in the data active means activation above about 80%; inconclusive means between about 30% and that limit; further: 0% is about no effect
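TRPV1-expressing cells were cultured overnight at 35.5C and loaded with Fluo-8 calcium dye for 40 to 90 min at room temperature. After a 10 s baseline, compound was added and calcium influx was read kinetically for 3 min (ex 480/em 520 nm).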
A-T KAP1 phos – potential ataxia-telangiectasia treatments restoring KAP-1 phosphorylation | […] A-T fibroblasts, KAP-1 phosphorylation AlphaLISA; neocarzinostatin DNA damage 30 min before lysis | Potency, µM (highest dose often 57.5 µM), for the others: top-dose activation, actives largely listed as activators | actives 0.19% (n = 320,000) | AID 485349; further: potency means the concentration at half of the fitted maximal effect; % of control where 0% means no effect; nearly all actives have a fitted effect of over 45% in size
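hTERT-immortalized A-T patient fibroblasts ([…]), 500 cells/well in OPTI-MEM, 1% FBS, got compounds for 60 min, then NCS for 30 min at 37C. Lysates were then assayed for phospho-KAP-1 by AlphaLISA (anti-pKAP1 donor, anti-KAP1 acceptor beads), 6 hr at 25C.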
p53 reactivation – re-activators of mutant p53 | H1299 p53-A138V BP100-luciferase reporter, luminescence, 24 h | Potency, µM (titrated, usually from 92.2 µM), without a hit: top-dose activity change, positive = activation, actives largely listed as activators | actives 0.063% (n = 320,000); further: potency means the concentration at half of the fitted maximal effect; % of control where 0% means no effect; nearly all actives have a fitted effect of over 45% in size
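H1299 (p53-null), stable ts p53-A138V + BP100-Luc; 1000 cells/well, Opti-MEM/10% FBS; cpd 4 pt, 1:5; 24 h, 37 deg C, 5% CO2; detection reagent 10 min RT; luminescence.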
* marks the source's active call; other numbers are inactive results; ? = inconclusive; nt = not tested or not shown; [ ] = remark or other dose. Unless noted, the call rests on the fitted dose curve; in most records, active means well fitted curve in the direction sought with a large enough effect; inconclusive means small, poorly fitted or top-dose-only effect, or another doubt; inactive means no such curve, though single readings can be large; an effect the other way counts as inactive or inconclusive.

item	structure	B2AR arrestin	a7 integrin act	ELG1 repair inh	TCR act	BRCA1 expr up	PTAP TSG101 blk	MLL CXXC-DNA inh	TRPV1 agonist	A-T KAP1 phos	p53 reactivation
1	COCCNC(=O)C(c1ccc(F)cc1)N(CC1CCCO1)C(=O)CCC(=O)Nc1ccccn1 (configuration not stated)	-0.1%	7%	4%	-1%	10%	-1%	2%	-1	0%	-15%
2	CCCCC1(c2ccc(F)cc2)NC(=O)N(CC(=O)N2CCN(C(=O)c3ccco3)CC2)C1=O (configuration not stated)	0.5%	-14%	11%	-2%	-18%	-5%	-1%	5	9%	14%
3	O=C(COc1ccc(C2SCCS2)cc1)NNC(=O)C(Cl)Cl	-0.8%	1%	?	-1%	?	-9%	-11%	-5	0%	16%
4	CCOC(=O)COc1ncn(-c2ccccc2)n1	0.1%	3%	-5%	-1%	4%	-6%	1%	-1	-2%	-1%
5	CN1CCN(C(=O)c2ccccc2-c2nc(-c3ccc(Cl)cc3)no2)CC1	-0.1%	19%	-15%	1%	3%	-10%	1%	4	7%	2%
6	Cc1nc2c(Br)cc(Br)cc2cc1O	0.0%	?	?	9%	11%	-9%	-4%	-2	2%	3%
7	Cc1ccccc1N1CCN(C2CCCN(C(=O)c3cc(C(C)C)[nH]n3)C2)CC1 (configuration not stated)	-1.3%	-8%	-23%	0%	-33%	nt	2%	1	0%	2%
8	O=C(NCCCOc1cccc(CN2CCCCC2)c1)c1ccc(Cl)c(Cl)c1	-1.1%	-19%	-5%	-2%[46.1 µM]	-55%	-1%	10%	2	4%	-4%
9	CCCC(=O)n1nc(-c2ccccc2)nc1SC	-0.2%	10%	4%	0%[46.1 µM]	16%	-3%	147%[activator]	2	3%	26%
10	Cc1cc(Br)cc(/C=N/NC(=O)c2ccc3c(c2)OCO3)c1O	-0.5%	-38%	?	3%	-49%	-2%	22%	26	1%	-2%
11	CC1CCCCC1NS(=O)(=O)c1ccc(S(=O)(=O)N2CCCC2)cc1 (configuration not stated)	-0.9%	12%	-29%	0%	-25%	0%	1%	20	2%	15%
12	Cc1ccccc1C(=O)Nc1nc(SCc2ccc(Cl)cc2)n[nH]1	-0.1%	7%	?	-1%	4%	-1%	-13%	1	-4%	4%
13	COc1ccccc1OCC(O)CN1C(=O)NC(C)(C)C1=O (configuration not stated)	-0.6%	4%	-5%	4%	2%	-2%	-4%	-2	3%	0%
14	CC(=O)Nc1ccc(SCC(=O)c2cc(C)n(CC(F)(F)F)c2C)cc1	-0.4%	-16%	?	4%	82%	-1%	-10%	14	1%	?
15	N#Cc1ccc(-c2csc(NC(=O)/C=C/c3cccs3)n2)cc1	-1.8%	13%	?	3%[46.1 µM]	-16%	-3%	44%[activator]	19	-2%	0%
16	CC1=C(C(=O)Nc2ccc(C)cc2C)C(c2ccc([N+](=O)[O-])cc2)n2ncnc2N1 (configuration not stated)	-0.1%	-2%	0%	-29%	-18%	-3%	-2%	2	-2%	-2%
17	CCOc1ccc(N/C(=N/c2nc(C)cc(C)n2)NC(=O)CC)cc1	-0.9%	?	18µM*	0%	10%	0%	0%	10	14%	-3%
18	CCCS(=O)(=O)N1CCN(c2ccccn2)CC1	-0.2%	15%	8%	4%	-3%	-3%	-3%	-1	12%	-1%
19	CCN1C(=O)[C@H]2[C@H]3CN=C(SC)N3[C@@](Cc3ccccc3)(C(=O)OC)[C@H]2C1=O	-0.3%	8%	?	2%[46.1 µM]	2%	0%	nt	nt	5%	12%
20	Cc1nn(C)c(C(=O)Nc2ccn(C34CC5CC(CC(C5)C3)C4)n2)c1[N+](=O)[O-]	-0.7%	-2%	0%	4%[46.1 µM]	-48%	-2%	-4%	7	1%	2%

item	structure	B2AR arrestin	a7 integrin act	ELG1 repair inh	TCR act	BRCA1 expr up	PTAP TSG101 blk	MLL CXXC-DNA inh	TRPV1 agonist	A-T KAP1 phos	p53 reactivation
21	COc1cccc(-c2nn(C)c3sc(C(=O)N4CCN(c5ccccn5)CC4)cc23)c1	0.0%	-33%	?	14%	-87%[inhibitor]	-4%	9%	11	1%	-2%
22	CCN(C(=O)COC(=O)c1ccc(O)cc1)c1cccc2ccccc12	-0.3%	2%	-19%	-1%	-19%	0%	nt	nt	15%	-1%
23	COc1ccc(C/C(C)=N/NC(=O)c2ccc(C)cc2C)cc1	0.5%	12%	5%	3%	11%	-4%	-3%	4	5%	15%
24	CCCC(NC(=O)c1c(C)noc1C)C12CC3CC(CC(C3)C1)C2 (configuration not stated)	-0.1%	29%	-27%	nt	-13%	-1%	15%	-7	5%	-1%
25	CC(C)(C)N1C(=O)[C@H]2[C@@H](c3ccc(Br)cc3)N3C(=O)N(c4cccc(Br)c4)C(=O)[C@@]3(Cc3ccccc3)[C@H]2C1=O	0.5%	9%	36%	1%	0%	-7%	26%	-1	-6%	nt
26	O=C(Cn1cccc(C(F)(F)F)c1=O)c1ccc(Cl)cc1	-0.8%	1%	-2%	8%	8%	0%	-1%	nt	-1%	-2%
27	CCOC(=O)NC(=O)COC(=O)c1cccc2ccccc12	-0.1%	-15%	11%	0%	-2%	0%	0%	21	-11%	-3%
28	CC(C)OCCCNC(=O)CCSc1ccc(Cl)cc1	-0.3%	1%[7.66 µM]	-12%	nt	0%	-6%	-2%	?	-3%	1%
29	Cc1oc(-c2ccccc2Cl)nc1CS(=O)CC(=O)NCCc1ccccc1 (configuration not stated)	0.4%	-8%	6%	8%	-15%	1%	3%	0	-9%	-2%
30	NS(=O)(=O)c1ccc(NC(=O)COC(=O)c2cc(Cl)ccc2[N+](=O)[O-])cc1	-0.4%	17%	2%	-8%	-2%	-3%	-23%	13	-41%	3%
31	O=C(O)CSc1nc2ccccc2n1Cc1ccccc1	2.2%	31%	5%	10%	-1%	0%	-14%	-1	9%	nt
32	O=C(NCCCN1CCOCC1)c1ccc(Br)cc1Br	-0.2%	nt	24%	nt	nt	nt	9%	5	-4%	3%
33	Cc1cc(C)cc(N(CC(=O)NC2CCC(C)CC2)S(=O)(=O)c2c(C)noc2C)c1 (configuration not stated)	-0.3%	27%	29%	2%	0%	-13%	10%	26	2%	-13%
34	CCc1nn2c(N3CCOCC3)cc(C)nc2c1-c1ccc(F)cc1	0.3%	22%	0%	-3%	6%	-11%	17%	8	4%	19%
35	CC(=O)N1CCOc2ccc(S(=O)(=O)N3CCC(C(=O)Nc4ccc(C)cc4)CC3)cc21	-0.3%	14%	10%	-1%	0%	-2%	2%	2	18%	0%
36	CCN(C(=O)CN1CCN(S(=O)(=O)c2ccccc2C(F)(F)F)CC1)c1c(N)n(Cc2ccccc2)c(=O)[nH]c1=O	-0.3%	18%	7%	1%	1%	-1%	8%	1	2%	5%
37	COC(=O)CCCC1=CC2=C(c3ccccc3)C(=O)C(C)(OC(=O)C3CCCC3)C(=O)C2=CN1CCCCO (configuration not stated)	-0.7%	14%	10%	-4%	-6%	-7%	1%	3	0%	0%
38	O=C(N/N=C/c1c[nH]c2ccccc12)c1ccc(Cl)cc1	0.4%	?	?	-4%	71%	0%	18%	1	-3%	?
39	Cc1ccc(C)c(C(=O)COC(=O)CNS(=O)(=O)c2ccccc2)c1	-0.2%	0%	16%	-1%	3%	-4%	11%	0	6%	3%
40	Cc1cccc(OCCCC(=O)O)c1	-0.2%	-18%	13%	-3%	-18%	-6%	-6%	1	-3%	-4%
41	CSCC[C@H](NC(=O)OC(C)(C)C)C(=O)NCC1CCC(C(=O)N[C@@H](Cc2ccccc2)C(=O)O)CC1 (some centres not stated)	-0.4%	?	-5%	2%	1%	1%	0%	1	3%	5%
42	CC(C)C[C@H](N)c1cn([C@@H](CCCCN)C(=O)N2CCNCC2)nn1	-0.5%	4%	17%	-3%	-94%[inhibitor]	-4%	-16%	0	-13%	2%

Full records, quoted from the list.
`COC(=O)CCCC1=CC2=C(c3ccccc3)C(=O)C(C)(OC(=O)C3CCCC3)C(=O)C2=CN1CCCCO` (configuration not stated) reads B2AR arrestin = -0.7%; a7 integrin act = 14%; ELG1 repair inh = 10%; TCR act = -4%; BRCA1 expr up = -6%; PTAP TSG101 blk = -7%; MLL CXXC-DNA inh = 1%; TRPV1 agonist = 3; A-T KAP1 phos = 0%; p53 reactivation = 0%
`Cc1cc(C)cc(N(CC(=O)NC2CCC(C)CC2)S(=O)(=O)c2c(C)noc2C)c1` (configuration not stated) reads B2AR arrestin = -0.3%; a7 integrin act = 27%; ELG1 repair inh = 29%; TCR act = 2%; BRCA1 expr up = 0%; PTAP TSG101 blk = -13%; MLL CXXC-DNA inh = 10%; TRPV1 agonist = 26; A-T KAP1 phos = 2%; p53 reactivation = -13%

Screening data (PubChem)
